# Screening data from PubChem.
# AmpC inh no detg – blocks E. coli AmpC beta-lactamase in detergent-free assay; P00811; AmpC nitrocefin hydrolysis, absorbance 480 nm, 0.0001% Triton; Potency, µM (titrated, usually from 57.1 µM), without a hit: at the top dose activity change, negative = inhibition, usual class: inhibitors; 330,000 tested, 0.52% active;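 further: potency means the concentration at half of the fitted maximal effect; plate controls were no compound for no effect and no enzyme for full effect; nearly all actives have a fitted effect of over 20% in size; some results filed as inactive show a strong effect at the top dose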
# Target sequence (P00811 whole entry, looked up): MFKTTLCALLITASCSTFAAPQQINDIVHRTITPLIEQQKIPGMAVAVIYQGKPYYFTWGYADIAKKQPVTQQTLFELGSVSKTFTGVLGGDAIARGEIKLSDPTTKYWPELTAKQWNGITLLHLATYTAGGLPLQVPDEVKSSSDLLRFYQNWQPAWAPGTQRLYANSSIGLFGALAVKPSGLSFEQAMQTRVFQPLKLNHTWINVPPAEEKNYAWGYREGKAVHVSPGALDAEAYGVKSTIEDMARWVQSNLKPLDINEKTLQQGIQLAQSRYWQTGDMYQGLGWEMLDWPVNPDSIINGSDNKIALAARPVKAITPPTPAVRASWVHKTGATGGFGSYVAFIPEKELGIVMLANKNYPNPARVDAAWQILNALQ
#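 20 mM phosphate pH 7.0 + 0.01% (detergent screen) or 0.0001% Triton X-100; 5.3 nM AmpC reagent; cpd preinc 15 min RT; nitrocefin (800 uM stock) to start; A480 q20 s × 4 min; Activity was normalised to no-enzyme and no-compound control wells.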
# Shiga inhibitor – blocks Shiga toxin action in Vero cells | Vero cells, Shiga toxin protein synthesis inhibition reporter | inhibition, % at 38.7 µM | 290,000 tested, 9.2% active | AID 2315; in the data active means inhibition mostly above about 28%, no sharp cut-off; inactive means mostly below about 43%; further: 0% is about no effect
# HCMV antiviral – inhibitors of human cytomegalovirus; HFF cells, HCMV-luciferase reporter, 72 h; stronger effect = lower value; activity change, negative = inhibition, % at 57.5 µM; 410,000 tested, 4.5% active; in the data active means activity change below about -60%; inconclusive means no clear call, values can overlap the other calls; inactive means above about -39%; further: on the % scale 0 is the no-effect control and ±100 the full control effect
#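 Inhibition of viral replication was scored as loss of reporter luminescence in HFFs infected with HCMV-luciferase (MOI 1 PFU/cell) for 72 h; compounds tested at 2 doses, normalized to buffer and Salinomycin controls.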
# AMA1-RON2 inh – inhibitors of Plasmodium falciparum AMA1-RON2 interaction; Potency, µM (highest dose often 58.2 µM), for inactives: at the highest dose activity change, negative = inhibition, actives largely listed as inhibitors; 360,000 tested, 0.2% active; AlphaScreen AMA1-biotinylated RON2 peptide binding; AID 720542;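 further: potency means the concentration at half of the fitted maximal effect; 0% = vehicle wells and -100% = peptide control; nearly all actives have a fitted effect of over 45% in size; some results filed as inactive show a strong effect at the top dose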
#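 AMA1 (3D7) with his tag at 25 nM final met compounds first, then biotinylated RON2 peptide at 25 nM; detection used donor plus acceptor beads, 10 µg/mL apiece, read by AlphaScreen after 30 min at room temperature.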
# FBPA Giardia inh – inhibitors of Giardia lamblia fructose-1,6-bisphosphate aldolase; 290,000 tested, 0.71% active; AID 2451; Potency, µM (titrated, usually from 59.6 µM), for the others: at the top dose activity, negative = inhibition, hits mostly inhibitors; A8B2U2; purified Giardia FBPA; further: potency means the concentration at half of the fitted maximal effect; on the % scale 0 is the no-effect control and ±100 the full control effect; nearly all actives have a fitted effect of over 55% in size
# Target sequence (A8B2U2 whole entry, looked up): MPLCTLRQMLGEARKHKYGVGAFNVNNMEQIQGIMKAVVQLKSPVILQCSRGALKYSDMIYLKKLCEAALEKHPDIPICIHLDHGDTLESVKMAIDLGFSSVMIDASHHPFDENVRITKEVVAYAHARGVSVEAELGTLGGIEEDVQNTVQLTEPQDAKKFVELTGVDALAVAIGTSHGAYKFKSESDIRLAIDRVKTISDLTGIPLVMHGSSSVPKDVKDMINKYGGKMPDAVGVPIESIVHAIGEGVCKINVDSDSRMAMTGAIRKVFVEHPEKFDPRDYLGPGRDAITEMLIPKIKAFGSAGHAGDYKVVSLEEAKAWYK
#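 Giardia FBPA (40 nM reagent) was preincubated 10 min at RT with compound (up to 57.5 uM final), then substrate plus GAPDH/TPI/NAD/arsenate coupling system with diaphorase/resazurin was added; resorufin fluorescence (525/598 nm) was read after 20 min.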
# AmpC inh detg – blocks E. coli AmpC beta-lactamase in detergent assay | AmpC hydrolysis of nitrocefin, absorbance 480 nm, 0.01% Triton | P00811 | 370,000 tested, 0.041% active | Potency, µM (top dose mostly 114 µM), without a hit: at the highest dose activity change, negative = inhibition, most hits filed as inhibitors;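 further: potency means the concentration at half of the fitted maximal effect; 0% = no-compound wells and -100% = no-enzyme wells; nearly all actives have a fitted effect of over 25% in size; some results filed as inactive show a strong effect at the top dose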
#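 20 mM phosphate pH 7.0 + 0.01% (detergent screen) or 0.0001% Triton X-100; 5.3 nM AmpC reagent; cpd preinc 15 min RT; nitrocefin (800 uM stock) to start; A480 q20 s × 4 min; Activity was normalised to no-enzyme and no-compound control wells.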
# Cycloheximide cs – affects cycloheximide protein synthesis inhibition readout, counter-screen. max response, %. 300,000 tested, 12% active. cell reporter, cycloheximide protein synthesis inhibition counterscreen. AID 2314; in the data active means max response mostly above about 13%, no sharp cut-off; inactive means mostly below about 14%; further: read at 38.3 µM for the half of the compounds with a filed dose; 0% is about no effect
# The depositor's hits bear a star; ? = inconclusive; nt = not tested or not shown; [ ] = remark or other dose. Unless noted, the call rests on the fitted dose curve; in most records, active means well fitted curve in the direction sought with a large enough effect; inconclusive means small, poorly fitted or top-dose-only effect, or another doubt; inactive means no such curve, though single readings can be large; an effect the other way counts as inactive or inconclusive.
No. | SMILES | AmpC inh no detg | Shiga inhibitor | HCMV antiviral | AMA1-RON2 inh
1 | O=C(NC1CCS(=O)(=O)C1)c1cccc(Cl)c1 (stereo unspecified) | -11% | nt | -13 | 0%
2 | O=C(Nc1ccc(Cl)cc1Cl)C1CCC(=O)N1Cc1ccccc1Cl (stereo unspecified) | 69%[activator] | -18 | -24 | -3%
3 | O=C(Cc1ccc([N+](=O)[O-])cc1)Nc1cccc(C(=O)N2CCOCC2)c1 | -22% | nt | 13 | -1%
4 | CCOCCCn1c(=NC(C)=O)c(C#N)cc2c(=O)n3cccc(C)c3nc21 | -15% | -7 | -26 | -14%
5 | COc1ccc(C(=O)c2ccc(Cl)c([N+](=O)[O-])c2)cc1 | -10% | -7 | -83* | -12%
6 | O=C(NCc1cccnc1)c1nnc(Cc2ccc(F)cc2)o1 | 0% | -3 | 43 | 3%
7 | Cc1cc2c(cc1C)-c1c(ssc1=Nc1ccc(S(N)(=O)=O)cc1)C(C)(C)N2 | -41% | -9 | 117 | -20%
8 | Cc1cc(C)n(CC(=O)Nc2ccc(N3CCOCC3)c(Cl)c2)c(=O)c1C#N | -1% | 2 | ? | -3%
9 | Cc1cc(C)n(C(=O)CCC(=O)Nc2ccc(C)c(C)c2)n1 | -2% | -11 | -19 | -1%
10 | CCCc1nnc(SCC(=O)Nc2nccs2)o1 | -15% | -3 | ? | 102%[activator]
11 | CC(C)NS(=O)(=O)c1cccc2nsnc12 | 0% | -24 | -5 | 5%
12 | Cc1nc(-c2ccc(Br)cc2)ccc1C(=O)O | -15% | -1 | 9 | -1%

No. | FBPA Giardia inh | AmpC inh detg | Cycloheximide cs
1 | nt | -25% | nt
2 | 3% | 1% | -3
3 | nt | nt | nt
4 | -2% | -7% | 3
5 | -4% | -4% | -2
6 | -1% | ? | -3
7 | -7% | ? | -5
8 | 7% | 1% | 2
9 | -2% | 6% | -2
10 | ? | -5% | -2
11 | 0% | 5% | -5
12 | 12% | ? | -1

# Other results follow:
No. | SMILES | AmpC inh no detg | Shiga inhibitor | HCMV antiviral | AMA1-RON2 inh
13 | Cc1[nH]c2ccccc2c1C(c1ccncc1)N1CCN(c2ccccc2F)CC1 (stereo unspecified) | 28% | -4 | -9 | -17%
14 | CN(C(=O)COC(=O)c1ccc(Cl)c(S(=O)(=O)N2CCCCC2)c1)C1(C#N)CCCCC1 | 30% | nt | 16 | 0%
15 | Cc1ccc(S(=O)(=O)N2[C@@H](c3ccc(F)cc3)C(C(=O)O)=CC[C@H]2c2ccc(C(C)C)cc2)cc1 | -13% | nt | -11 | 18%
16 | CCOC(=O)C1=C(Nc2ccccc2)CC(C)(O)C(C(=O)OCC)C1c1ccc(Br)cc1 (stereo unspecified) | 14% | 10 | 22 | -11%
17 | CN1CCN(c2nc3c(c(=O)n(C)c(=O)n3C)n2Cc2ccc(Cl)cc2)CC1 | 57% | nt | -11 | 0%
18 | CC1(C)Nc2ccccc2N(Cc2ccc([N+](=O)[O-])cc2)C1=O | -18% | -11 | -20 | -26%
19 | Cc1csc(NC(=O)c2ccc[nH]c2=O)n1 | -17% | nt | 91 | 7%
20 | COc1ccc(S(=O)(=O)Nc2ccc3c(c2)n(C)c(=O)n3C)cc1OC | -15% | 1 | 191 | 25%
21 | COc1ccccc1/C=C/C(=O)NC(=S)NCC1CCCO1 (stereo unspecified) | -22% | 13 | -62* | -4%
22 | Oc1c(N=NC(=S)Nc2ccccc2F)c2ccccc2n1Cc1ccccc1 | -42% | -3 | -20 | 54%[activator]
23 | C=Cn1cc[n+](CC(=O)c2cc(C(C)(C)C)c(O)c(C(C)(C)C)c2)c1 | 51% | 1 | ? | -10%
24 | CC(=O)c1c(C)[nH]c(C(=O)NCc2ccccc2)c1C | -15% | -15 | -3 | -8%

No. | FBPA Giardia inh | AmpC inh detg | Cycloheximide cs
13 | -2% | ? | 1
14 | nt | 0% | nt
15 | nt | -8% | nt
16 | -1% | -13% | -5
17 | -9% | ? | -2
18 | -4% | 3% | -2
19 | -12% | -15% | 36*
20 | 0% | -12% | -5
21 | -10% | ? | 5
22 | -2% | -2% | 2
23 | 19% | -14% | -1
24 | 1% | 2% | -2

# (list continues)
No. | SMILES | AmpC inh no detg | Shiga inhibitor | HCMV antiviral | AMA1-RON2 inh
25 | O=C1C(Cl)=C(N2CCCCCC2)C(=O)N1c1ccccc1 | -12% | 46 | -18 | 35%[activator]
26 | CC1=C(C(=O)OC2CCCC2)C(c2coc3ccccc3c2=O)C2=C(CC(C)(C)CC2=O)N1 (stereo unspecified) | 83%[activator] | -10 | -36 | 12%
27 | Cc1ccc(C)c(OCc2cc(C(=O)N3CC[C@@H]4CCCC[C@H]4C3)no2)c1 | -24% | 105* | 7 | -14%
28 | O=C(CSc1ccsc1[N+](=O)[O-])Nc1cc(F)ccc1F | -54% | 45* | -3 | -15%
29 | Cc1n[nH]c(C)c1CCCCOc1ccc([N+](=O)[O-])cc1 | -5% | -5 | 3 | -7%
30 | Cc1occc1-c1nnc(SCC(=O)N2CCN(c3ccccc3F)CC2)n1C | -2% | -12 | -10 | nt
31 | CCc1nnc(NS(=O)(=O)c2ccc(NC(=S)NC(=O)c3cccs3)cc2)s1 | -18% | -16 | 10 | 59%[activator]
32 | CC(C)c1ccc(OCC(=O)Nc2ccc(OC(F)(F)F)cc2)cc1 | -7% | -25 | 14 | 13%[11.6 µM]
33 | CCCC(=O)NC(c1ccccc1Cl)c1ccc2cccnc2c1O (stereo unspecified) | -26% | 7 | -97* | 47%[activator]
34 | COc1ccc(NC(=O)CNC(=O)C2CCCCC2)cc1 | -8% | 20 | 67 | -9%
35 | CNS(=O)(=O)c1cc(O)c2c(S(=O)(=O)NC)cccc2c1 | -20% | -21 | 30 | 2%
36 | CC1(C)CC(n2c(NCCO)nc3c(c2=O)C2(CCCC2)Cc2ccccc2-3)CCO1 (stereo unspecified) | 173%[activator] | -20 | -16 | -1%

No. | FBPA Giardia inh | AmpC inh detg | Cycloheximide cs
25 | 5% | 5% | 25*
26 | -3% | 0% | -2
27 | nt | 13% | 33*
28 | -12% | -1% | 19*
29 | ? | ? | 2
30 | 1% | ? | -5
31 | 18% | 7% | 1
32 | 1% | -13% | 4
33 | 14% | -4% | 1
34 | 9% | ? | 22*
35 | -11% | -2% | -6
36 | 0% | -6% | -2

# A second format for part of the listing above.
25	O=C1C(Cl)=C(N2CCCCCC2)C(=O)N1c1ccccc1
29	Cc1n[nH]c(C)c1CCCCOc1ccc([N+](=O)[O-])cc1

assay / entry,25,29
AmpC inh no detg,-12%,-5%
Shiga inhibitor,46,-5
HCMV antiviral,-18,3
AMA1-RON2 inh,35%[activator],-7%
FBPA Giardia inh,5%,?
AmpC inh detg,5%,?
Cycloheximide cs,25*,2

# Additional structures
No. | SMILES | AmpC inh no detg | Shiga inhibitor | HCMV antiviral | AMA1-RON2 inh
37 | Nc1ccc(C(=O)Nc2ccc(NC(=O)c3ccco3)c(O)c2)cc1 | -22% | 24 | ? | -7%
38 | Cc1cc(C(=O)COc2cc(F)ccc2[N+](=O)[O-])c(C)n1C1CC1 | -25% | 18 | ? | -8%
39 | COc1ccccc1NC(=O)c1[nH]c(C)c(C(C)=O)c1C | -28% | 18 | 73 | -2%
40 | Cc1cccc(-n2cc[nH]c2=S)c1 | -13% | 0 | -4 | -10%[2.32 µM]
41 | CCOC(=O)CCC(=O)Nc1ccc(S(=O)(=O)Nc2cc(OC)nc(OC)n2)cc1 | -22% | -21 | 56 | -4%
42 | CCCCn1c(NC(=O)c2ccc(Br)o2)c(S(=O)(=O)c2ccccc2)c2nc3ccccc3nc21 | -28% | -9 | nt | -2%
43 | O=[N+]([O-])c1ccc(S(=O)(=O)NCCS(=O)(=O)N2CCN(c3ccccc3)CC2)cc1 | -54% | -9 | ? | -2%
44 | Cc1cccc(NC2=NC(C)(C)N=C(N)N2)c1 | -18% | 30 | -98* | 0%
45 | Cc1cccc(NC(=O)c2cccc(NC(=O)Cc3cccs3)c2)c1 | -46% | 92* | 51 | 0%
46 | CCOc1ccc(C(O)(c2ccccc2)C(CN2CCCC2)c2ccccc2)cc1 (stereo unspecified) | 0% | 20 | ? | 0%
47 | Cc1nn(Cc2ccccc2)c(C)c1CNC(=O)c1ccc(F)c(S(=O)(=O)N2CCOCC2)c1 | 96%[activator] | nt | 0 | 0%
48 | COc1cc(C(=O)COC(=O)C2CCCCC2)cc(OC)c1OC | 39% | nt | 5 | 3%

No. | FBPA Giardia inh | AmpC inh detg | Cycloheximide cs
37 | 1% | -9% | 16
38 | -3% | -19% | 21
39 | -6% | -9% | -2
40 | -20% | -2% | -2
41 | -18% | -6% | -4
42 | -16% | -12% | -4
43 | -7% | -3% | 8
44 | -1% | -5% | -2
45 | -1% | 10% | 27*
46 | 3% | -2% | -2
47 | nt | -10% | nt
48 | nt | nt | nt

# Compound profiles, from the list above. Order of screens: AmpC inh no detg	Shiga inhibitor	HCMV antiviral	AMA1-RON2 inh	FBPA Giardia inh	AmpC inh detg	Cycloheximide cs
# `CCCc1nnc(SCC(=O)Nc2nccs2)o1` is listed as -15%	-3	?	102%[activator]	?	-5%	-2
# `Cc1cc(C)n(C(=O)CCC(=O)Nc2ccc(C)c(C)c2)n1` is listed as -2%	-11	-19	-1%	-2%	6%	-2

# Following part:
No. | SMILES | AmpC inh no detg | Shiga inhibitor | HCMV antiviral | AMA1-RON2 inh
49 | CN(C[C@H](Cc1ccccc1)N(C[C@H](CC1CCCCC1)N(CCc1ccccc1)N=O)N=O)N=O | -17% | -8 | -4 | -9%
50 | CSCCC(NC(=O)c1ccccc1C)C(=O)O (stereo unspecified) | -13% | 13 | -24 | -12%
51 | COc1ccccc1/C=C1\SC(=O)N(CCC(=O)NNC(=O)c2ccccc2Cl)C1=O | -17% | 11 | 25 | -1%
52 | Cc1cc(=O)oc2cc(OCC(=O)OCC(=O)N3CCC(C)CC3)ccc12 | 0% | 0 | 78 | 6%

No. | FBPA Giardia inh | AmpC inh detg | Cycloheximide cs
49 | 0% | 10% | 1
50 | 7% | 4% | -2
51 | 5% | 8% | 4
52 | 2% | 3% | -2

# Rewritten with one line to a screen: entries from further up
(49) CN(C[C@H](Cc1ccccc1)N(C[C@H](CC1CCCCC1)N(CCc1ccccc1)N=O)N=O)N=O
(51) COc1ccccc1/C=C1\SC(=O)N(CCC(=O)NNC(=O)c2ccccc2Cl)C1=O

assay / entry | 49 | 51
AmpC inh no detg | -17% | -17%
Shiga inhibitor | -8 | 11
HCMV antiviral | -4 | 25
AMA1-RON2 inh | -9% | -1%
FBPA Giardia inh | 0% | 5%
AmpC inh detg | 10% | 8%
Cycloheximide cs | 1 | 4
